OX1R antag-1 = antagonists of human orexin 1 receptor; CHO/OX1R cells, Fluo-8 calcium fluorescence, orexin A; inhibition, % at 5 µM; 330,000 tested, 0.43% active; AID 434989;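 active = inhibition above its plate's threshold, mean inhibition of all tested compounds on the plate plus 3 SD, cut at about 37% in these data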;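 note: 0% = orexin A challenge wells and 100% = SB-334867-A antagonist wells; not every result past the cut was called active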
Target sequence (O43613 whole entry, looked up): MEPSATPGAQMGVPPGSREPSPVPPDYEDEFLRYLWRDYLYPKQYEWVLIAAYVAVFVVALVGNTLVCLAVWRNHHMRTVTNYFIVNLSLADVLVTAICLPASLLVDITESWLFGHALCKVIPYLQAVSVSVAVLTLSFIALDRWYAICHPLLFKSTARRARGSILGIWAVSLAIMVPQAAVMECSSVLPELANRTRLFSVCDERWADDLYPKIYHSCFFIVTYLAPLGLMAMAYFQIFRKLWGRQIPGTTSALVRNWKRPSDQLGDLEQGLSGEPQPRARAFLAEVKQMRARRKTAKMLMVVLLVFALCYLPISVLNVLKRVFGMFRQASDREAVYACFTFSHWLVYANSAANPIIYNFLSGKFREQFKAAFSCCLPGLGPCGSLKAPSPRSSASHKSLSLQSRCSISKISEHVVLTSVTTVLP
CHT allo act = allosteric activators of human choline transporter CHT; Q9GZV3; 310,000 tested, 0.49% active; B-score at 10 µM; CHT-expressing cells, membrane potential dye, choline EC20; stronger effect = higher value; LV-AA mutant CHT in HEK293 cells; AID 488977;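 active = initial fluorescence not abnormally high and integrated response B-score, plate-corrected, over 3 SD above library mean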
Target sequence (Q9GZV3 whole entry, looked up): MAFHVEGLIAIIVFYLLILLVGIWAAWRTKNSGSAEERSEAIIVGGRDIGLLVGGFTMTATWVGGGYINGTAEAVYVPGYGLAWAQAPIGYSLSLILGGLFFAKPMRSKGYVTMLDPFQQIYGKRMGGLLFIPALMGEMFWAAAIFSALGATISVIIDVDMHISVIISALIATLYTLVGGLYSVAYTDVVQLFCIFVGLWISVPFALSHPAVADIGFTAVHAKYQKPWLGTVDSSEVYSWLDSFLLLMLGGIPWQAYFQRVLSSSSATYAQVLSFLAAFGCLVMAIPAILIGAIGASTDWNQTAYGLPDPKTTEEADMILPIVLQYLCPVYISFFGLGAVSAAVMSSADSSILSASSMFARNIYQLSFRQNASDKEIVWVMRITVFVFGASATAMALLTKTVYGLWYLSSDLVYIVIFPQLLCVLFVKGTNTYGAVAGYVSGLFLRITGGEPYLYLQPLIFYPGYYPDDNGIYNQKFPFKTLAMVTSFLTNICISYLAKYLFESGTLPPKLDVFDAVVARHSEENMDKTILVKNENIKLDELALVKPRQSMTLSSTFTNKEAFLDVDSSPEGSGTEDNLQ
OX1R antag-2 = blocks the human orexin 1 receptor. inhibition, % at 6.6 µM. 330,000 tested, 1.8% active. OX1R-expressing cells, FRET antagonist read-out. AID 485270. O43613; in the data active = inhibition mostly above about 38%, no sharp cut-off; inactive = mostly below about 40%;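 note: 0% = agonist challenge alone and 100% = reference antagonist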
* marks the source's active call; other numbers are inactive results; i = inactive; x = no result given.

mol,OX1R antag-1,CHT allo act,OX1R antag-2
C/C(Cl)=C\Cn1c(Nc2cccc(C)c2)nc2c1c(=O)n(C)c(=O)n2C,-31,i,-2
CN(Cc1ccco1)S(=O)(=O)c1ccc(CN2C(=O)c3cccnc3C2=O)s1,0,i,10
Cc1ccsc1C(=O)Nc1cccc(-n2cnnn2)c1,-8,i,11
CCCCCCSc1cccc(-c2nc3cc(C)ccn3c2NC2CCCCC2)c1,-29,i,32
Cc1cc(C)c(CN2CCC(n3nccc3NC(=O)c3ccccc3Cl)CC2)cc1C,-14,i,26
COc1cc2c(cc1OC)CN(CC(=O)Nc1ccc(F)cc1)C(C(=O)O)C2 (centres undefined),-12,i,4
CC1(C)C(=O)CC[C@@]2(C)[C@H]1CC[C@@]1(C)CC3=C(CC[C@@H]12)[C@@]1(C)CCC(=O)C(C)(C)[C@@H]1CC3,-23,i,4
Cc1cc(C(=O)CN2C(=O)NC3(CCCc4ccccc43)C2=O)c(C)n1Cc1ccccc1 (centres undefined),-22,i,30
O=C(NCCSCc1ccco1)Nc1ccc(Cl)cc1,0,i,39
O=C(COC(=O)CSCc1ccccc1)NCc1ccccc1,-18,i,37
CN1C(=O)C2(N=c3ccccc3=N2)c2ccccc21,3,i,79*
O=C(CSc1nnnn1-c1ccc2c(c1)OCCO2)Nc1nc2c(s1)CCCC2,-8,i,9
CCOc1ccc(NC(=O)C2CCN(S(C)(=O)=O)CC2)cc1,-12,i,-2
O=C1C(Cl)=C(N2CCOCC2)C(=O)N1c1cccc(Cl)c1,-11,i,8
Cc1c(-n2cc(C(=O)c3cc(Br)ccc3O)cc(C#N)c2=O)c(=O)n(-c2ccccc2)n1C,-23,i,45
CSc1nc2ccccc2c(=O)n1C1CCOC(C)(C)C1 (centres undefined),-18,i,2
Nc1nc(-c2ccco2)nn1C(=O)CCc1ccccc1,-6,i,6
CCC(C)n1[nH]c(=O)c2c(C)cc(C)nc21 (centres undefined),1,i,11
C=CCn1c(SCC(=O)Nc2ccccc2C)nc2sc(C)c(C)c2c1=O,-23,i,22
CCOc1ccccc1NC(=O)COC(=O)C1CC1,8,i,9
CN(C)S(=O)(=O)n1cc(/C=C(\NC(=O)c2ccccc2F)C(=O)N2CCCC2)c2ccccc21,-6,i,12
CN(C)S(=O)(=O)c1ccc(C(=O)Nc2ccc(CN3CCCC3)cc2)cc1,-21,i,14
CC(C)Nc1ccccc1,-15,x,-1
CCc1cccc2c(C(=O)CSc3nnc(-c4ccncc4)n3C)c[nH]c12,4,i,4
O=C(COC(=O)CCCN1C(=O)c2cccc3cccc(c23)C1=O)Nc1cccc(C(F)(F)F)c1,-17,i,53
COC(=O)c1sc(NC(=O)c2ccc(Cn3cc(Cl)cn3)o2)c(C#N)c1C,-9,i,72*
COc1cc(CC(=O)Nc2nc(-c3ccc(F)c(F)c3)cs2)cc(OC)c1OC,-1,i,32
O=C(CSc1nc2ccccc2c(=O)n1CCCN1CCOCC1)Nc1ccc2c(c1)OCO2,-21,i,10
CC1CN(S(=O)(=O)c2ccc(NC(=O)CCN3C(=O)c4ccccc4C3=O)cc2)CC(C)O1 (centres undefined),-18,i,14
CCC(=O)Nc1nnc(-c2ccco2)o1,-4,i,7

3 of the compounds above, field by field:
smiles: CC1(C)C(=O)CC[C@@]2(C)[C@H]1CC[C@@]1(C)CC3=C(CC[C@@H]12)[C@@]1(C)CCC(=O)C(C)(C)[C@@H]1CC3
  OX1R antag-1: -23	CHT allo act: i	OX1R antag-2: 4
smiles: Cc1cc(C(=O)CN2C(=O)NC3(CCCc4ccccc43)C2=O)c(C)n1Cc1ccccc1 (centres undefined)
  OX1R antag-1: -22	CHT allo act: i	OX1R antag-2: 30
smiles: O=C(NCCSCc1ccco1)Nc1ccc(Cl)cc1
  OX1R antag-1: 0	CHT allo act: i	OX1R antag-2: 39

(further entries)
mol,OX1R antag-1,CHT allo act,OX1R antag-2
O=C1CC2(CCCCC2)Oc2ccc(OCC(=O)N3CCOCC3)cc21,-9,i,8
COc1ccc2c(c1)CCc1c(C(=O)NCc3ccc(Cl)cc3)noc1-2,-9,i,6
CN1CCC(N(C)CC(=O)Nc2ccccc2N2CCOCC2)CC1,-19,i,21
CC(C)NC(=O)CC(=O)N/N=C/c1ccc(Br)cc1,-4,i,-3
COc1cc2cc(CCOC(=O)c3ccc(F)cc3)oc(=O)c2cc1OC,-16,x,1
CC(=C1C(=O)c2ccccc2C1=O)N1CCC(C(N)=O)(N2CCCCC2)CC1,-15,i,25
CC(=O)Nc1cc(C(=O)O)ccc1S(=O)(=O)c1ccc(C)cc1,3,i,0
CC(C)(C)[C@@H]1CCC(=O)N(CC[C@H](N=[N+]=[N-])c2ccccc2)CC1,-24,i,25
CCOc1ccc(S(=O)(=O)NCc2ccccc2Cl)cc1C(N)=O,-8,i,9
CC[n+]1c(C)n(-c2ccccc2)c2ccc(NC(C)=O)cc21,1,i,20
O=C(COC(=O)C1=COCCO1)Nc1ccc(Br)cc1Br,4,x,9
COC(=O)c1cc(NC(=O)c2nccnc2C(=O)O)cc(C(=O)OC)c1,-6,i,9
O=C(NCc1cccs1)C(=O)NCC(c1ccco1)N1CCN(c2ccccc2F)CC1 (centres undefined),-47,i,5
CC(NC(=S)Nc1ccc(OC(F)F)cc1OC(F)F)C(C)(C)C (centres undefined),-23,i,14
Cc1ccc(OCC2Cn3c(nc4c3c(=O)[nH]c(=O)n4C)O2)cc1 (centres undefined),-18,i,12
O=C(Nc1ccc(N2CCCCC2)cc1)c1cccnc1,-3,i,14
CCC(C)(C)NC(=O)C(c1cccn1C)N(C(=O)Cn1nnc2ccccc21)c1ccccc1OC (centres undefined),-36,i,12
O=C(c1ccc(-n2cncn2)c([N+](=O)[O-])c1)N1CCN(S(=O)(=O)c2cccc(F)c2)CC1,-15,i,27
COc1ccc2oc(C(=O)NCc3cc(OC)c(OC)cc3OC)c(C)c2c1,-24,i,35
CCOC(=O)c1sc(NC(=O)CCN2C(=O)C3CCCCC3C2=O)cc1C (centres undefined),-30,x,9
COc1ccc(C(=O)NCCc2cn3ccc(C)cc3n2)cc1,-6,i,-2
O=C1CCN(Cc2ccc(Br)cc2)CCN1[C@H](CO)Cc1ccccc1,-30,i,30
CC(=O)Nc1ccc(OCC(O)Cn2c(CO)nc3ccccc32)cc1 (centres undefined),-3,i,3
COc1ccc(-c2cc(=O)oc3c(C)c(OCC(=O)N(C)C)ccc23)cc1,-13,i,40
O=C(O)CC/C(=N/NC(=O)c1cccs1)c1ccccc1,0,i,30
CCOC(=O)Cn1nc(C)c(NC(=O)CCc2ccc(OC)cc2)c1C,6,i,-3
O=C(c1cccn2c(=O)c3ccccc3nc12)N1CCN(Cc2ccc3c(c2)OCO3)CC1,-27,i,34
COc1ccc(C(=O)NC(=S)N2CCN(c3ccccc3O)CC2)cc1,-29,x,0
Cc1cc(C)c2oc(C(=O)NCCc3ccc(S(N)(=O)=O)cc3)cc(=O)c2c1,-10,i,17
COC(=O)C[C@H]1c2cc(F)ccc2S(=O)(=O)N1C(C)C,0,i,6

Part of the list above, field by field.
> COc1ccc(C(=O)NCCc2cn3ccc(C)cc3n2)cc1
- OX1R antag-1: -6
- CHT allo act: i
- OX1R antag-2: -2

> O=C1CCN(Cc2ccc(Br)cc2)CCN1[C@H](CO)Cc1ccccc1
- OX1R antag-1: -30
- CHT allo act: i
- OX1R antag-2: 30

(cont.)
mol,OX1R antag-1,CHT allo act,OX1R antag-2
COc1ccc(NS(=O)(=O)c2cccc(C(=O)NCC(c3ccc(F)cc3)N3CCOCC3)c2)cc1 (centres undefined),0,i,55*
COc1ccccc1CNC(=O)CN1C(=O)COc2ccc(S(=O)(=O)N3CCCCC3)cc21,-24,i,20
Cc1ccc(-c2nc(NC(=O)CSc3ncn[nH]3)ns2)cc1,-20,i,15
COc1cccc(C2=NOC(C(=O)Nc3cccnc3Cl)C2)c1OC (centres undefined),-8,i,4
COc1ccc(NC(=O)Nc2ccc3c(c2)C(=O)N([C@H](C)CO)C[C@H](C)[C@@H](CN(C)C(=O)Nc2c(C)noc2C)O3)cc1,-2,x,6
Cc1cn(S(=O)(=O)c2cc(Br)ccc2Br)cn1,10,i,16
N#Cc1c(-c2cccs2)cc(-c2cccs2)[nH]c1=O,-54,i,10
O=C(Cn1cnc2c(NCc3ccccc3)ncnc21)NCc1nc2ccccc2[nH]1,-14,x,4
CCOc1ccccc1N1CCN(C(=O)CC(C)(C)C)CC1,-32,i,13
O=C(Cc1ccccc1)Nc1ccc(NC(=O)c2cccc(Cl)c2)cc1,1,i,4
COc1ccc(-c2oc(=O)c3cc(OC)c(OC)cc3c2-c2cc(F)cc(OC)c2)cc1,-18,x,6
C[C@@H]1CN([C@H](C)CO)C(=O)c2cc(NC(=O)Cc3cn(C)c4ccccc34)ccc2O[C@H]1CN(C)S(=O)(=O)c1ccc(F)cc1,-8,x,6
CCCN(CC1CC1)C(=O)COC(=O)c1ccc(C)cc1O,-12,x,11
Cc1ccc2[nH]c3c(c2c1)CN(C(=O)CN1CCN(Cc2ccc4c(c2)OCO4)CC1)CC3,-37,i,17
CCOc1ccccc1-n1c(SCC(=O)N2CCCC2)nnc1-c1ccc(O)cc1,-13,i,12
COc1nc(-c2ccc(Cl)cc2)ccc1-c1noc(-c2ccco2)n1,-16,i,15
CC1CCCN(S(=O)(=O)c2ccc(C(=O)Nc3nnc(-c4ccco4)o3)cc2)C1 (centres undefined),-21,i,21
COc1cc2[nH]c(=O)n(Cc3ccc(C(=O)NC4CCCC4)cc3)c(=O)c2cc1OC,1,i,5
NC(=O)C(c1cccc(Cl)c1)c1ncc(C(F)(F)F)cc1Cl (centres undefined),-31,i,8
CC(C)(C)NC(=O)COc1ccc(CNCc2cccnc2)cc1,3,i,16
COc1ccc(Br)cc1CN(C)C(=O)C1=CC=CN2CCS(=O)(=O)N=C12,-13,x,7
COc1cccc(NC(=O)Cn2nnc(C(=O)Nc3cc(Cl)ccc3OC)c2N)c1,-4,i,10
Cc1ccc2nc(-c3ccccc3)cc(C(=O)NCC3CCCO3)c2c1 (centres undefined),-28,i,28
COc1ccccc1NC(=O)/C(C#N)=C/c1ccncc1,0,i,24
COc1ccc(S(=O)(=O)Nc2ccccc2C(=O)NC(C)(C)C)cc1OC,-17,i,13
O=C(CSc1ncnc2ccccc12)Nc1cc(S(=O)(=O)N2CCCCC2)ccc1Cl,-30,i,-12
Cc1cc(C)n(-c2cc(-c3ccccc3)nc(C)n2)n1,-34,i,12
Nn1c(SCC(=O)Nc2nccs2)nncc1=O,-11,i,5
O=C(NC1=NCCS1)c1ccc(Cl)s1,-13,i,12
CNc1nc(SC)nc(N(C#N)CC(=O)OC)n1,-10,i,35
COc1ccc(-c2noc(CSc3nnc(-c4ccncc4)n3-c3ccc(F)cc3)n2)cc1OC,-4,i,3
C=C(C)C1CC=C(CN2CC(C)OC(C)C2)CC1 (centres undefined),-1,i,20
CCN(CC(=O)Nc1ccc(NC(C)=O)cc1)C(=O)COc1ccc(C(=O)c2ccccc2)cc1,-11,i,17
O=C(Nc1ccccc1)c1cnc2n(c1=O)CCS2,-19,i,11
COc1cc(-c2nnc3n(CCc4ccccc4)c(=O)c4ccccc4n23)cc(OC)c1OC,-31,i,21
N#Cc1ccc(Cl)cc1NC(=O)CSc1cccc[n+]1[O-],-23,x,10
CCN(CC)S(=O)(=O)c1cc(NC(=O)CCn2[nH]c(=O)ccc2=O)ccc1C,-8,x,3
Cc1ccc(S(=O)(=O)CCC(=O)c2ccc(O)cc2O)cc1,7,i,25
COc1ccc(S(=O)(=O)N(C)c2ccccc2)c2cccnc12,-16,i,30
CC(C)(C)N(Cc1ccccc1)C(=O)COC(=O)C1CCCCC1,-36,x,11
CCOc1ccc2nc(SCC(=O)NCC3CCCO3)sc2c1 (centres undefined),11,x,9
COc1ccc(S(=O)(=O)Cc2ccc(C(=O)N3CCC(C(N)=O)CC3)o2)cc1,7,i,11
CCCOc1cccc(C2C(C(=O)c3cccs3)=C(O)C(=O)N2Cc2cccnc2)c1 (centres undefined),-7,i,1
CCn1nnnc1SCC(=O)N1CCN(c2ccccc2)CC1,1,i,13
Cc1ccc2oc(=O)c3cc(C(=O)N4CCN(C(=O)c5ccco5)CC4)sc3c2c1,-10,i,4
O=C1[C@@H]2C(c3ccc(F)cc3)=NO[C@@H]2C(=O)N1Cc1ccccc1,-5,i,9
CC1CCN(C(=O)CSc2nc3ccccc3c(=O)n2Cc2ccc3c(c2)OCO3)CC1,-31,i,23
Cc1ccccc1NC(=O)C12CC3CCC1(C)C3(C)CO2 (centres undefined),-35,i,16
C(=C\c1nc2ccccc2[nH]1)/c1ccccc1,-22,i,20
COc1ccc(N2C(=O)/C(=C/c3ccc([N+](=O)[O-])cc3)N=C2C)c(OC)c1,-3,i,19
COc1ccc([C@H]2CC(=O)C=C(c3cccc(OC)c3)C2)cc1,-7,x,4
C(=N\n1cnc2ccccc21)/c1cccnc1,-3,i,9
O=[N+]([O-])c1ccc(Cl)c(S(=O)(=O)N2CCCCCC2)c1,-22,i,38
COc1ccc(OCCNC(=O)CCCO)cc1,12,i,6
Cc1nc2sccn2c1P(c1c(C)nc2sccn12)c1c(C)nc2sccn12,-15,i,16
CC(=O)Nc1sc2c(c1C(c1ccc(F)cc1)N1CCOCC1)CCCC2 (centres undefined),-39,i,27

Screens deposited in PubChem BioAssay by several laboratories.
